Source: PubChem BioAssay (National Center for Advancing Translational Sciences (NCATS))
NIH3T3 tox = NIH 3T3 cell cytotoxicity; actives 4.3% (n = 94,000); AID 1345082; NIH 3T3 viability, CellTiter-Glo ATP luminescence, 48-72 h; Potency, µM (top dose mostly 96.7 µM), for the others: at the highest dose activity change, negative = cytotoxicity, most hits filed as inhibitors; note: potency is the fitted concentration of half-maximal effect; nearly all actives have a fitted effect of over 55% in size
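Cytotoxicity was measured by CellTiter-Glo ATP luminescence after 48 or 72 h compound exposure at 37 °C. Mouse NIH 3T3 fibroblasts were seeded at 400 cells/well and dosed by 23 nL pin transfer.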
SNCA expr inhib = inhibitors of alpha-synuclein (SNCA) gene expression. Potency, µM (top dose mostly 57.2 µM), for the others: at the top dose activity change, negative = inhibition, most hits filed as inhibitors. HEK-293 SNCA-luciferase knock-in, luminescence, 24 h. actives 0.17% (n = 140,000);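 note: potency is the fitted concentration of half-maximal effect; plate controls were DMSO cells for no effect and cell-free wells for full effect; nearly all actives have a fitted effect of over 45% in size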
HEK cytotox = kills HEK 293 cells. HEK 293 viability, ATP luminescence (CellTiter-Glo), 48-72 h. Potency, µM (titrated, usually from 115 µM), for inactives: at the top dose activity change, negative = cytotoxicity, most hits filed as inhibitors. actives 6.6% (n = 94,000); note: potency is the fitted concentration of half-maximal effect; nearly all actives have a fitted effect of over 60% in size
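qHTS cytotoxicity; HEK 293, 250 cells/well; compound pinned; 48 or 72 hr, 37 degree Celsius, 5% CO2, 95% humidity; CellTiter-Glo, 10 min RT; luminescence (ATP).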
FLuc inh = inhibitors of firefly (Photinus pyralis) luciferase; Potency, µM (series often up to 115 µM), for the others: at the highest dose activity change, negative = inhibition, usual class: inhibitors; P08659; purified P. pyralis luciferase, luminescence, biochemical; actives 2.5% (n = 76,000); AID 1347043; note: potency is the fitted concentration of half-maximal effect; nearly all actives have a fitted effect of over 65% in size
Target sequence (P08659 whole entry, looked up): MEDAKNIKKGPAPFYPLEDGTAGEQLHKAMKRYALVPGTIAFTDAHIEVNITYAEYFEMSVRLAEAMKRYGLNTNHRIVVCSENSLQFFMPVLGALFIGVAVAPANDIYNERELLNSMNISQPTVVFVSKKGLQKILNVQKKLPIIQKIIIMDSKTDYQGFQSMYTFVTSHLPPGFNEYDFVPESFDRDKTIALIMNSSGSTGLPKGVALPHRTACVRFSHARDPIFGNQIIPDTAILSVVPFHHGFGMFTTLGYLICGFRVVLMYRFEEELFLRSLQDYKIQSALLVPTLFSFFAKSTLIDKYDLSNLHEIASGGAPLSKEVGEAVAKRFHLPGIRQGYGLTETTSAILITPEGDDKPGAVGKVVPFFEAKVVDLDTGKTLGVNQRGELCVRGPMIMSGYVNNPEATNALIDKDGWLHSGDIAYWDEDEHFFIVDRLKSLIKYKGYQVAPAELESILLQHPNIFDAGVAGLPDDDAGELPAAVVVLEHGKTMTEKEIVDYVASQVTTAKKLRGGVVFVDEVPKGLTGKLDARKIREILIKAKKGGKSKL
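FLuc 10nM, D-luciferin 10uM, ATP 10uM, Mg acetate 10mM, Tris acetate pH 7.5, Tween/BSA; cpd qHTS; enzyme added last; CCD luminescence.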
GPT2 inh = GPT2 alanine aminotransferase inhibition; Q8TD30; Recombinant GPT2, coupled pyruvate oxidase/HRP Amplex Red fluorescence; Potency, µM (titrated, usually from 57.7 µM), without a hit: top-dose activity change, negative = inhibition, actives largely listed as inhibitors; actives 0.25% (n = 100,000); AID 1671188; note: potency is the fitted concentration of half-maximal effect; nearly all actives have a fitted effect of over 60% in size; many of its hits are not listed in these tables
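Inhibition is scored from Amplex Red fluorescence generated when pyruvate oxidase and HRP act on pyruvate released by GPT2. Reactions contain 10ng/uL enzyme, 250uM a-KG and 2mM L-alanine and run 30 min at room temperature.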
IP6K1 inhibitor = IP6K1 kinase inhibition; Q92551; actives 0.81% (n = 140,000); IP6K1 kinase, ADP-Glo luminescence, 2 h; active compounds read low; activity change, % (series mostly up to about 58 µM); in the data active = activity change below about -25%
Target sequence (Q92551 whole entry, looked up): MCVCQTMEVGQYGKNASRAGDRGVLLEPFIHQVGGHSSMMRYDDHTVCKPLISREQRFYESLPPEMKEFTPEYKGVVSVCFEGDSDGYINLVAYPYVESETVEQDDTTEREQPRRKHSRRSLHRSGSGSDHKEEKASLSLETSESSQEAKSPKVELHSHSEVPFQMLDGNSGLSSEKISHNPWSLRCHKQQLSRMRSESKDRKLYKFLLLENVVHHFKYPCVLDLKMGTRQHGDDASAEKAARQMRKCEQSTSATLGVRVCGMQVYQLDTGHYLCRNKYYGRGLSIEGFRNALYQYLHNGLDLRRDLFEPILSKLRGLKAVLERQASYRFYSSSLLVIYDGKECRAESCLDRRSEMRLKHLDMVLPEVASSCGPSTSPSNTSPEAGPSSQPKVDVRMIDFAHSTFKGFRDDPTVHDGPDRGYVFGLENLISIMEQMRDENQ
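ADP-Glo luminescence measures ADP made by human IP6K1 during a 2 h RT reaction with ATP/IP6 (mix at 1.3 mM/130 uM); top library doses 57.5 and 19.1 uM final.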
SNCA viab count = counter-screen for SNCA expression inhibitors: cell viability. HEK-293-SNCA-luc viability, GF-AFC fluorescence, 24 h. Potency, µM (series often up to 57.1 µM), without a hit: top-dose activity change, negative = cytotoxicity, most hits filed as cytotoxic. actives 0.12% (n = 150,000). AID 1671193;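 note: potency is the fitted concentration of half-maximal effect; 0% = DMSO-treated cells and -100% = medium-only wells without cells; nearly all actives have a fitted effect of over 30% in size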
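HEK-293-SNCA-luc cells (1500/well) plated 24 h, then exposed 24 h to a dilution series; GF-AFC added 30 min at 37C, fluorescence 405/540 nm; normalised to medium-only and DMSO wells, Hill fit.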
* hit, by the source's call; i = inactive; ? = inconclusive; . = not tested or not shown; & = joins results of further samples; [ ] = remark or other dose. Unless noted, calls come from the whole dose curve; as a rule, active = well fitted curve in the direction sought with a large enough effect; inconclusive = small, poorly fitted or top-dose-only effect, or another doubt; inactive = no such curve, though single readings can be large; an effect the other way counts as inactive or inconclusive. Unless noted, % is set by controls: 0 for no effect and ±100 for the full control effect. An excerpt; the hit share may differ from the screen's.

SMILES	NIH3T3 tox	SNCA expr inhib	HEK cytotox	FLuc inh	GPT2 inh	IP6K1 inhibitor	SNCA viab count
N#Cc1cccc(CN2CCc3nc(C(=O)NCc4ccncc4)oc3CC2)c1	-26%[138 µM]	-7%[87.6 µM]	?	14%[172 µM]	2%[88.5 µM]	1	-3%[87.6 µM]
CC1=C(C(=O)N2CCN(c3cccc(Cl)c3)CC2)C2(CCCCC2)OC1=O	.	24%	.	.	.	2	4%
Cc1cccc(NC(=O)CSc2nnc(NC(=O)Nc3ccccc3)s2)c1C	.	-14%	.	.	.	3	?
COCCOc1ccc(C(=O)N[C@@H]2CN(C(=O)NC(C)C)CCC[C@H]2O)cc1	-17%[174 µM]	9%[87.6 µM]	-4%[172 µM]	-2%[172 µM]	-16%[88.5 µM]	1	0%[87.6 µM]
COc1ccc(C2=C(C)C(=NCCCN3CCN(c4cc(C)ccc4C)CC3)NS2(=O)=O)cc1	.	7%	.	.	.	5	4%
CCOc1ccc(C(=O)N2CCC(c3n[nH]c(=O)n3-c3ccccc3)CC2)cc1OCC	?	11%	-5%	-6%	i	-6	10%
COc1ccc(-c2nc3ccc(Cl)cn3c2Nc2ccc(C)cc2)cc1	.	38%[activator]	.	.	.	21	3%
O=C1COc2ccc(Oc3ccccc3)nc2CN1CCOc1ccccc1	?	-37%[87.6 µM]	100µM*	-2%[172 µM]	1%[88.5 µM]	-9	-15%[87.6 µM]
CC(C)(C)c1cc(C[C@H]2CNCC[C@H]2CC(=O)N2CCC(Cc3ccccc3)CC2)no1	28µM*	8%	22µM*	-3%	i	9	-15%
CN(Cc1ccccc1)C(=O)C1CCCN(Cc2cccc(-c3ccsc3)c2)C1 (stereo not given)	?	.	40µM*	.	.	-5	.
CCC(=O)N1c2ccc(S(=O)(=O)NCc3cccc(OC)c3)cc2CC1C (stereo not given)	.	-15%	.	.	.	-11	10%
CN1CCC2(C1)CN(CC1CC1)c1ccc(C(=O)NC3COC3)cc12 (stereo not given)	-15%[138 µM]	15%[87.6 µM]	?	-2%[172 µM]	i	-1	2%[87.6 µM]
CN(C)c1cccc(-c2cn(C)c(=O)n3cc(COc4ccnn4C)nc23)c1	?	-1%[87.6 µM]	?	7%[172 µM]	i	-21	8%[87.6 µM]
Cc1cccc(CNC(=O)c2c(OCC(C)C)cc(=O)n3c2CCCCC3)c1	-21%	-33%	?	-6%	3%	5	-21%
CCC(Cn1nnc2ccccc2c1=O)NC(=O)Nc1ccc(C)cc1C (stereo not given)	.	-13%	.	.	.	-6	14%
CN(CC1CCOCC1)S(=O)(=O)c1ccccc1Br	-13%	?	?	2%	i	17	3%
CCc1ccc(OCC(=O)Nc2cc3oc4ccccc4c3cc2OC)cc1	.	10%	.	.	.	20	-12%
CCC(C)NC(=O)N1CC(Oc2ccc(-c3noc(COC)n3)cc2)C1 (stereo not given)	?	-13%	?	.	-25%	-4	-4%
O=C(NCc1ccccc1)N1CCC2(CC1)N(Cc1cccc(F)c1)C(=O)CS2=O (stereo not given)	-14%	-1%	3%	.	i	-12	3%
Cc1ccc(NC(=O)c2ccc3nc(-c4cccc(C)n4)oc3c2)cc1	-12%[138 µM]	-2%[87.6 µM]	?	.	2%[88.5 µM]	17	17%[87.6 µM]
Cc1cc(C)c2oc(C(=O)N(Cc3ccc(F)cc3)C3CCS(=O)(=O)C3)cc(=O)c2c1 (stereo not given)	.	-10%	.	.	.	29	-7%
NCCc1nnc(SCc2ccc(Cl)cc2)o1	.	?	.	.	.	-8	-8%
COc1ccc(N(CC(=O)NCc2ccc(C)cc2)S(=O)(=O)c2c(C)[nH]c(=O)[nH]c2=O)cc1	.	91%[activator]	.	.	.	-25*	21%
O=C1CCN(S(=O)(=O)c2ccccc2)CCCN(C(=O)Cc2cccc(F)c2)CCN1	?	-6%	?	-11%	i	-3	?
O=C(c1cccc(Cl)c1)N1CCC(N(C(=O)C2CC2)C2CCOCC2)CC1	-6%	-12%	6%	8%	?	3	6%
(list continues)
SMILES	NIH3T3 tox	SNCA expr inhib	HEK cytotox	FLuc inh	GPT2 inh	IP6K1 inhibitor	SNCA viab count
COc1ccccc1-c1cnc(NC(=O)c2ccc(F)c(Cl)c2)c2c1CCO2	?	68%[activator][87.6 µM]	?	18µM*	-2%[88.5 µM]	-7	-8%[87.6 µM]
O=C(Nc1ccnc(Cl)c1)[C@@H]1CCCN1c1ccnc2ccnn12	?	.	?	.	.	0	.
Cc1ccccc1Cn1c2ccccc2c2cnn(CC(=O)NCC(C)c3ccccc3)c(=O)c21 (stereo not given)	.	13%	.	.	.	8	-20%
COc1ccc(CC(=O)N2CCC(c3n[nH]c(=O)n3Cc3ccc(OC)cc3)CC2)cc1	-26%	7%	0%	0%	i	16	-2%
Cc1cc2ccccc2n1CCNC(=O)c1cccc(Cl)c1	.	22%	.	.	.	19	1%
COc1ccc(-c2cccc(C(=O)NCc3cccs3)c2)nn1	?	.	?	.	.	1	.
CC(=O)N1CCC2(CC1)CCN(c1ncccc1C#N)CC2CO (stereo not given)	-3%	5%	-2%	6%	?	-7	0%
Cc1ccc(-c2csc(-c3cc4c([nH]c3=O)CC(c3ccccc3)CC4=O)n2)cc1 (stereo not given)	.	-5%	.	.	.	9	?
COc1ccc(Cl)cc1NC(=O)CSc1cc(C)[nH]c(=O)n1	.	8%	.	.	.	6	12%
CCOc1ccccc1C(=O)N(C)C1CCc2nn(CC3CC3)c(=O)n2CC1 (stereo not given)	-17%	-3%	2%	-3%	i	-4	-11%
CCCCCNC(=O)Cc1csc2nc(C)c(-c3cc(C)n(-c4cccc(C)c4)n3)c(=O)n12	?	-2%	?	-2%	i	2	-18%
Cc1noc(C)c1S(=O)(=O)N1CCC[C@H]1C(=O)N1CCCCCCNC(=O)CC1	-15%	8%	i	0%	-7%	-10	5%
CCN(CC)C(=O)CSc1cn(CC(=O)N2CCCCCC2)c2ccccc12	.	?	.	.	.	7	-26%
COc1ccc(CNC(=O)N2CCCCCCNC(=O)CC2)cc1	-15%	-4%	-2%	5%	i	-14	7%
CCOC(=O)Cn1nc2n(c1=O)CCN(Cc1cc(C)ccc1C)C2=O	4%	1%	9%	7%	?	-5	-1%
Cc1oc2c(c1C(=O)NC1CCCC1)CN(Cc1ccc(F)cc1)CC2	-34%	-5%	?	-10%	i	-8	-11%
CCOCCCNC(=O)C1CCC(CNS(=O)(=O)c2ccc(NC(C)=O)cc2)CC1 (stereo not given)	.	4%	.	.	.	8	3%
Cc1ccc(C)c(N2CCN(C(=O)c3c4c(nc5ccccc35)C(=O)N(C3CCCCC3)C4)CC2)c1	.	-4%	.	.	.	-31*	9%
COc1ccc(Cn2c3c(c(=O)n2Cc2ccccc2)CCN(C(=O)Cc2cccc(F)c2)C3)cc1	?	-24%	-8%	-2%	-14%	11	-9%
COCCN1C(=O)CS(=O)(=O)C12CCN(C(=O)Cc1ccc(OC)c(Cl)c1)CC2	-17%	14%	-11%	-11%	i	-12	1%
O=C(C[C@H]1NC(=O)c2ccccc2NC1=O)Nc1nc(-c2ccc3c(c2)OCO3)cs1	-13%	13%	?	-23%	3%	17	-6%
O=[S+]([O-])(c1cccs1)N1CCN(c2ccc3nnc(-c4ccccc4)n3n2)CC1	-12%&-25%	.	2%&-8%	.	.	12&8	.
CC(Oc1ccccc1)C(=O)Nc1c(C(=O)Nc2cccc(F)c2)oc2ccccc12 (stereo not given)	.	48%[activator]	.	.	.	-9	17%
COc1ccc2nc3n(c2c1)[C@@H](CNS(=O)(=O)Cc1ccccc1)COC3	89µM*	4%[87.6 µM]	?	12%[172 µM]	i	-20	-30%[87.6 µM]
CC(C)Cn1ccc2c(NC(=O)C[C@H]3NC(=O)c4ccccc4NC3=O)cccc21	28µM*	3%	?	-4%	i	16	1%

6 consecutive compounds already listed, quoted:
SMILES	NIH3T3 tox	SNCA expr inhib	HEK cytotox	FLuc inh	GPT2 inh	IP6K1 inhibitor	SNCA viab count
CCC(=O)N1c2ccc(S(=O)(=O)NCc3cccc(OC)c3)cc2CC1C (stereo not given)	.	-15%	.	.	.	-11	10%
CN1CCC2(C1)CN(CC1CC1)c1ccc(C(=O)NC3COC3)cc12 (stereo not given)	-15%[138 µM]	15%[87.6 µM]	?	-2%[172 µM]	i	-1	2%[87.6 µM]
CN(C)c1cccc(-c2cn(C)c(=O)n3cc(COc4ccnn4C)nc23)c1	?	-1%[87.6 µM]	?	7%[172 µM]	i	-21	8%[87.6 µM]
Cc1cccc(CNC(=O)c2c(OCC(C)C)cc(=O)n3c2CCCCC3)c1	-21%	-33%	?	-6%	3%	5	-21%
CCC(Cn1nnc2ccccc2c1=O)NC(=O)Nc1ccc(C)cc1C (stereo not given)	.	-13%	.	.	.	-6	14%
CN(CC1CCOCC1)S(=O)(=O)c1ccccc1Br	-13%	?	?	2%	i	17	3%

New compounds follow.
SMILES	NIH3T3 tox	SNCA expr inhib	HEK cytotox	FLuc inh	GPT2 inh	IP6K1 inhibitor	SNCA viab count
NC(=O)CCN1CCc2onc(-c3ccccc3F)c2C1	4%	-6%	-16%	0%	-15%	0	-7%
CCCC(=O)Nc1ccc([C@H]2OCC(=O)N(CC(C)C)[C@@H]2CO)cc1	-15%[138 µM]	17%[87.6 µM]	-21%[172 µM]	0%[172 µM]	1%[88.5 µM]	-9	5%[87.6 µM]
COC(=O)C[C@H]1[C@]2(C)C3=C(C)[C@H](c4ccoc4)C[C@H]3O[C@@H]2[C@H](OC(C)=O)C2[C@](C)(C(=O)OC)C=CC(=O)[C@@]21C (stereo not given in full)	.	.	.	.	2%[27.3 µM]	0	4%[23.9 µM]
CCOC(=O)C1CCN(C(=O)CN2c3ccc(C(C)C)cc3-c3ccccc3S2(=O)=O)CC1	.	87%[activator]	.	.	.	12	-14%
COCCN1CCCC2(CCN(c3nc(OC)cc(OC)n3)C2)C1=O (stereo not given)	0%	-22%	-1%	4%	-1%	7	4%
CN1CCC(Nc2ccc3c(n2)CN(Cc2ccc(C(F)(F)F)cc2)C(=O)CO3)CC1	?	-16%[87.6 µM]	?	-8%[172 µM]	-22%[88.5 µM]	-15	5%[87.6 µM]
COc1ccc(C)cc1NC(=O)Cn1c(C)cc2nc3n(c(=O)c21)CCCC3	-8%	-10%	4%	0%	i	19	-11%
COc1cccc(CCC(=O)Nc2cccc(-c3nnc4n3CCCC4)c2)c1	-24%	33%[activator]	?	-2%	?	26	4%
O=C(CCC1CCCC1)NCC(=O)N1CCCCCNC(=O)CC1c1ccccc1 (stereo not given)	i	-1%	-4%	-6%	0%	-1	2%

Single records, as listed above. Order of values: NIH3T3 tox	SNCA expr inhib	HEK cytotox	FLuc inh	GPT2 inh	IP6K1 inhibitor	SNCA viab count
COc1cccc(CCC(=O)Nc2cccc(-c3nnc4n3CCCC4)c2)c1 in the list: -24%	33%[activator]	?	-2%	?	26	4%
COC(=O)C[C@H]1[C@]2(C)C3=C(C)[C@H](c4ccoc4)C[C@H]3O[C@@H]2[C@H](OC(C)=O)C2[C@](C)(C(=O)OC)C=CC(=O)[C@@]21C (stereo not given in full) in the list: .	.	.	.	2%[27.3 µM]	0	4%[23.9 µM]
